AmpC detergent: inhibitors of E. coli AmpC beta-lactamase with detergent; 0.041% of 370,000 active; Potency, µM (series often up to 114 µM), for inactives: at the top dose activity change, negative = inhibition, most hits filed as inhibitors; AmpC hydrolysis of nitrocefin, absorbance 480 nm, 0.01% Triton; AID 485294;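 also: potency is read from the fitted curve at half-maximal effect; 0% = no-compound wells and -100% = no-enzyme wells; nearly all actives have a fitted effect of over 25% in size; some results filed as inactive show a strong effect at the top dose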
Target sequence (P00811 whole entry, looked up): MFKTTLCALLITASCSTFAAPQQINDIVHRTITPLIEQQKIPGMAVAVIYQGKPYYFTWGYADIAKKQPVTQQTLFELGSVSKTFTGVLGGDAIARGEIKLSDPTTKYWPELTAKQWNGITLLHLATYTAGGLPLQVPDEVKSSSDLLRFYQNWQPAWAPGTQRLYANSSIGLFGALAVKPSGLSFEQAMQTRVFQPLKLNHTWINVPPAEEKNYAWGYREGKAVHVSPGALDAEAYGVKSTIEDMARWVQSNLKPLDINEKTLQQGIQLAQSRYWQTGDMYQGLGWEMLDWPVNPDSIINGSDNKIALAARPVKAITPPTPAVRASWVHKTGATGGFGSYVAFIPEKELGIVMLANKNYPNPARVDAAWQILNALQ
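20 mM phosphate pH 7.0 + 0.01% (detergent screen) or 0.0001% Triton X-100; 5.3 nM AmpC reagent; cpd preinc 15 min RT; nitrocefin (800 uM stock) to start; A480 q20 s × 4 min; Activity was normalised to no-enzyme and no-compound control wells.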
LmPK inhibitor: blocks Leishmania mexicana pyruvate kinase activity | 0.37% of 290,000 active | Potency, µM (series often up to 57.5 µM), inactives show at the highest dose activity change, negative = inhibition, actives largely listed as inhibitors | Q27686 | purified LmPK, Kinase-Glo ATP luminescence, 1 h; also: potency is read from the fitted curve at half-maximal effect
Target sequence (Q27686 whole entry, looked up): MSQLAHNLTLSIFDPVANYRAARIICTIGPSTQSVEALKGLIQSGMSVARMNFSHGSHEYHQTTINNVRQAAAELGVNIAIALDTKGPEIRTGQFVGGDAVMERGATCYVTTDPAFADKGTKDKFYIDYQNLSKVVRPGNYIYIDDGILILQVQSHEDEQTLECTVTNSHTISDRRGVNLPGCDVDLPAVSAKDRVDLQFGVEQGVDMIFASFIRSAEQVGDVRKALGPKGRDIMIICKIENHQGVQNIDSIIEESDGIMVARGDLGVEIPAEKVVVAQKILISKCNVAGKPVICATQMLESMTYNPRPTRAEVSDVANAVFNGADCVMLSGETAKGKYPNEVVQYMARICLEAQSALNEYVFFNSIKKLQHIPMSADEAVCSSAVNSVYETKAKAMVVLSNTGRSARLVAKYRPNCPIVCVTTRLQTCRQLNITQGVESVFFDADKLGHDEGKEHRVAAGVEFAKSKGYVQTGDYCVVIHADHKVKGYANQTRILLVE
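0.1 nM LmPK, 0.5 mM PEP, 0.1 mM ADP; 50 mM imidazole pH 7.2, 7 mM MgCl2, 50 mM KCl; 1 h RT. Kinase-Glo luminescence readout, normalized to no-enzyme (full inhibition) and uninhibited wells.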
HCMV antiviral: blocks human cytomegalovirus replication; HFF cells, HCMV-luciferase reporter, 72 h; stronger effect = lower value; AID 1259415; 4.5% of 410,000 active; activity change, negative = inhibition, % at 57.5 µM; in the data active = activity change below about -60%; inconclusive = no clear call, values can overlap the other calls; inactive = above about -39%
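Compounds were evaluated in HFFs infected with an HCMV luciferase reporter virus (MOI 1 PFU/cell). Luciferase in lysates collected 72 h post infection served as the replication measure.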
AmpC no deterg: inhibitors of E. coli AmpC beta-lactamase without detergent; AmpC nitrocefin hydrolysis, absorbance 480 nm, 0.0001% Triton; Potency, µM (top dose mostly 57.1 µM), inactives show top-dose activity change, negative = inhibition, hits mostly inhibitors; 0.52% of 330,000 active; AID 485341;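 also: potency is read from the fitted curve at half-maximal effect; plate controls were no compound for no effect and no enzyme for full effect; nearly all actives have a fitted effect of over 20% in size; some results filed as inactive show a strong effect at the top dose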
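20 mM phosphate pH 7.0 + 0.01% (detergent screen) or 0.0001% Triton X-100; 5.3 nM AmpC reagent; cpd preinc 15 min RT; nitrocefin (800 uM stock) to start; A480 q20 s × 4 min; Activity was normalised to no-enzyme and no-compound control wells.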
Sm TGR block: inhibitors of Schistosoma mansoni thioredoxin glutathione reductase; Q962Y6; purified TGR, DTNB reduction, TNB absorbance 405 nm; Potency, µM (top dose mostly 114 µM), inactives show at the highest dose activity change, negative = inhibition, actives largely listed as inhibitors; 3% of 360,000 active; also: potency is read from the fitted curve at half-maximal effect; nearly all actives have a fitted effect of over 60% in size
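TGR 20 nM + NADPH 100 uM (dispensed conc.), cpd preinc 15 min RT; start with NADPH (500 uM addition) then DTNB (15 mM addition). Kinetic TNB absorbance, 405 nm filter. Four-parameter Hill fit across titration.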
TbPYK inhibitor: T. brucei pyruvate kinase inhibition; TbPYK enzyme, Kinase-Glo Plus ATP luminescence, 45 min; 0.12% of 410,000 active; Potency, µM (series often up to 76.8 µM), without a hit: at the highest dose activity, negative = inhibition, usual class: inhibitors; Q57TT1; also: potency is read from the fitted curve at half-maximal effect; nearly all actives have a fitted effect of over 50% in size
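Glycolytic pyruvate kinase of T. brucei was incubated with substrate, test compound and 130 uM ADP for 45 minutes at room temperature. Luminescent Kinase-Glo Plus signal was measured after 10 minutes.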
AMA1 RON2 block: inhibitors of Plasmodium falciparum AMA1-RON2 interaction; AlphaScreen AMA1-biotinylated RON2 peptide binding; Potency, µM (top dose mostly 58.2 µM), without a hit: at the top dose activity change, negative = inhibition, most hits filed as inhibitors; 0.2% of 360,000 active; AID 720542;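 also: potency is read from the fitted curve at half-maximal effect; 0% = vehicle wells and -100% = peptide control; nearly all actives have a fitted effect of over 45% in size; some results filed as inactive show a strong effect at the top dose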
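AMA1 (3D7) with his tag at 25 nM final met compounds first, then biotinylated RON2 peptide at 25 nM; detection used donor plus acceptor beads, 10 µg/mL apiece, read by AlphaScreen after 30 min at room temperature.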
Active calls of the source: *; ? = inconclusive; . = no result given; & = joins results of further samples; ! = repeats disagree; [ ] = dose if it differs, or a comment. Unless noted, calls follow the shape of the dose curve; as a rule, active = well fitted curve in the direction sought with a large enough effect; inconclusive = small, poorly fitted or top-dose-only effect, or another doubt; inactive = no such curve, though single readings can be large; an effect the other way counts as inactive or inconclusive. Unless noted, % is scaled to controls: 0 for no effect and ±100 for the full control effect.

Results follow in this order: AmpC detergent	LmPK inhibitor	HCMV antiviral	AmpC no deterg	Sm TGR block	TbPYK inhibitor	AMA1 RON2 block
COc1ccc(N2CCN(C(=S)Nc3cc(C)cc(C)c3)CC2)cc1
    ?	0%	-35	-15%	-21%	0%	-5%
COC(=O)C(NC(=O)c1ccc(F)cc1)(Nc1ncc(S(=O)(=O)c2ccc([N+](=O)[O-])cc2)s1)C(F)(F)F (stereo unspecified)
    -14%	3%	-1	8.9µM*	2%	0%	-3%
O=C(O)c1ncc(-c2ccccc2)cn1
    -16%	1%	21	-15%	1%	0%	?
CC1CCc2cc(F)cc3c(O)c(C(=O)NCC4CCCO4)c(=O)n1c23 (stereo unspecified)
    -5%	2%	-29	151%[activator]	5%	-1%	94%[activator]
O=C(Nc1ccc2c(c1)CN(Cc1ccc(CO)o1)CC2)c1ccc(C(F)(F)F)cc1
    -3%	13%	?	-6%	-32%	-15%	-5%
CN(C)S(=O)(=O)c1cccc(NC(=O)C2Cc3ccccc3CN2C(=O)c2ccccc2)c1 (stereo unspecified)
    -1%	-2%	5	-29%	5%	-2%	-7%
CCOC(=O)c1nc(Nc2ccccc2CC)c2ccccc2n1
    0%	-1%	-29	-21%	2%	1%	-3%
Cc1cccc(CSCc2ccc(C(=O)NC(C)C)o2)c1
    0%	1%	7	-4%	?	12%	-6%
Cc1cc(C(C)(C)C)cc(C)c1N
    1%	-3%	-8	-11%	7%	0%	-13%
CNC(=S)N/N=C/c1cn(CCOc2cccc(OC)c2)c2ccccc12
    -7%	2%	202	?	0%	2%	29%
CCOCCCNC(=O)C(c1ccc(OC)cc1)N(Cc1cccs1)C(=O)CNC(C)=O (stereo unspecified)
    -1%&-6%	0%	-4&-2	14%	4%&0%	-2%&1%	-7%
CSC(=NS(=O)(=O)c1ccc(C)cc1)SC
    -8%	-2%	-9	-15%	-33%	3%	-13%
Cc1cccc(C(=O)NCC(=O)NNC(=O)c2ccccc2O)c1
    -13%	.	22	-20%	1%	-1%	-4%
COC(=O)c1c(NC(=O)Cn2nc(C(F)F)cc2C(F)F)sc(C)c1C
    ?	-2%	-23	-12%	4%	-11%	14%
CC(=O)CSc1nc2ccccc2o1
    1%	0%	52	-5%	0%	0%	-4%
Cc1ccc(CN(C)C[C@H]2OCc3cnnn3CCCC(=O)N([C@@H](C)CO)C[C@@H]2C)cc1
    .	.	-2	.	.	-5%	-4%
CC(C(=O)Nc1ccc(S(=O)(=O)N2CCCCC2)cc1)N1CCN(c2ccccn2)CC1 (stereo unspecified)
    -3%	-1%	.	-12%	12%	.	.
O=Cc1c(N2CCN(c3cccc(Cl)c3)CC2)nc2ccccn2c1=O
    0%	2%	-32	-12%	4%	-1%	-11%
Clc1ccc(-n2cc(COCc3ccccc3)nn2)cc1
    ?	0%	54	-19%	0%	-3%	31%[activator]
Cc1cccn2c(=O)c3cc(C(=O)Nc4ccc(Cl)c(Cl)c4)sc3nc12
    17%	.	-17	.	10%	-3%	.
Cc1cc(C)n(CCC(=O)N/N=C/c2ccccc2O)n1
    -3%	3%	7	3%	-6%	2%	107%[activator]
CN1CCN(C(=O)c2cccn(Cc3c(Cl)cccc3Cl)c2=O)CC1
    1%	1%	.	-25%	4%	1%	8%
CCCCN(C(=O)c1cccc(S(=O)(=O)N(CC)c2ccccc2)c1)c1c(N)n(CC(C)C)c(=O)[nH]c1=O
    .	.	?	.	.	-9%	13%
CCCN(CC(=O)Nc1ccccc1OC)C(=O)c1cc(-c2ccccc2)nn1-c1ccccc1
    -9%	.	11	-7%	-11%	1%	-8%
CN(C)c1ccc(NC(=O)CSc2n[nH]c(-c3ccco3)n2)cc1
    8%	1%	-19	-15%	7%	3%	-1%
COc1ccc(-c2nc3c(c(SCC(=O)Nc4cccc(O)c4)n2)Cc2c(CO)cnc(C)c2O3)cc1
    3%&0%	3%	-63*!	-17%	-24%&-16%	2%&3%	9%
CCc1ccc(N2CCN(C(=O)N3CCOCC3)CC2)cc1
    0%	-1%	?	8%	.	1%	-2%
Cc1cccc2c(=O)n3c(cc12)-c1[nH]c2ccccc2c1CC3
    .	.	-16	.	.	1%	2%
Cc1c(C(=O)NC2CCCCC2)oc2c1C(=O)CC(C)(C)C2
    2%	-1%	5	-19%	-2%	-1%	-1%
CC(Sc1ccc(S(=O)(=O)N2CCN(C)CC2)cn1)C(=O)NC1(C#N)CCCCC1 (stereo unspecified)
    ?	.	-6	114%[activator]	-4%	-13%	16%

Reprinted from the part before: two entries, then new ones.
Results follow in this order: AmpC detergent	LmPK inhibitor	HCMV antiviral	AmpC no deterg	Sm TGR block	TbPYK inhibitor	AMA1 RON2 block
Cc1c(C(=O)NC2CCCCC2)oc2c1C(=O)CC(C)(C)C2
    2%	-1%	5	-19%	-2%	-1%	-1%
CC(Sc1ccc(S(=O)(=O)N2CCN(C)CC2)cn1)C(=O)NC1(C#N)CCCCC1 (stereo unspecified)
    ?	.	-6	114%[activator]	-4%	-13%	16%
CC(=O)N1CCN(S(=O)(=O)c2ccc(C)cc2)C1C (stereo unspecified)
    ?	.	?	15%	-15%	-9%	5%
Cc1ccc(-c2nn(-c3ccccc3)cc2C(=O)Nc2ccc(C)c(S(=O)(=O)N3CCOCC3)c2)cc1
    -7%	-1%	-21	26%	-1%	-5%	-19%
CC(C)OC(=O)/C(=C\c1ccccc1)NC(=O)c1ccccc1
    -3%	-1%	-3	-19%	10%	1%	-4%
CSc1cccc(N2CC(C(=O)Nc3cccc(S(=O)(=O)N4CCCC4)c3)CC2=O)c1 (stereo unspecified)
    0%	.	-35	-8%	2%	-27%	7%
CCCCC1(O)CC(C(F)(F)F)=NN1C(=O)COc1ccccc1 (stereo unspecified)
    -2%	-1%	-3	-11%	-10%	-7%	19%
COc1ccc(-n2c(CNC(=O)c3ccc(S(=O)(=O)N4CCCC4)cc3)n[nH]c2=S)cc1
    2%	9%	7	-16%	-32%	?	68%[activator]
COc1ccc(Cn2ccnc2SCC(=O)Nc2ccc(F)cc2F)cc1
    .	.	-23	.	.	-2%	-13%
CC(=O)Nc1ccc(NC(=O)C2CCCN2C(=O)NCc2ccccc2)cc1 (stereo unspecified)
    -10%	-2%	-21	-22%	0%	-1%	-2%
O=C(O)c1cccc(N2CCCC2)c1
    5%	0%	118	-8%	2%	-12%	-7%
C/C=C/C(=O)N1CC2(CC(c3cccc(NC(=O)CCCCC)c3)=NO2)C[C@H]1C(N)=O (stereo partly specified)
    -2%	2%	.	27%	0%	.	.
CCOc1ccc(NC(=O)CN2CCN(c3ccc(F)cc3)CC2)cc1S(=O)(=O)N1CCCC1
    .	.	24	.	.	-2%	31%[activator]
O=C(O)C1C2CC3OC(=O)C1C3C2 (stereo unspecified)
    .	.	-10	.	.	-3%	4%
O=S(=O)(NC1c2cccc3cccc(c23)C1Sc1ncccn1)c1ccc(Cl)cc1 (stereo unspecified)
    -3%	1%	-72*	-43%	-12%	-6%	0%[11.6 µM]
O=C(CCNC(=O)c1ccc(Br)cc1)Nc1ccccc1N1CCCCC1
    ?	.	-38	?	5%	4%	-8%
CC(C)c1ccc(-c2nnn(CCC(=O)O)n2)cc1
    -7%	6%	.	-6%	0%	-1%	1%
CCOc1ccc(S(=O)(=O)N(CC(=O)O)c2ccc(C)cc2)cc1
    0%	0%	3	-10%	1%	2%	0%
COc1ccc2c(c1)c(C(=O)CN1CCN(C)CC1)c(C)n2Cc1ccccc1
    -13%	1%	-21	100%[activator]	-11%	-3%	-1%
O=C(Cc1c(C(=O)O)[nH]c2ccccc12)NCCN1CCN(c2cccc(Cl)c2)CC1
    0%	-4%	-3	0%	-1%	-10%	-3%
C/C(Cn1nnc([N+](=O)[O-])n1)=N\NC(=O)c1ccc(Cl)c(Cl)c1
    -14%	0%	-6	-46%	-14%	1%	70%[activator]
O=C(CCCCC(=O)OC1CCCCC1)OC1CCCCC1
    .	.	55	.	.	1%	46%[activator]
Cc1cc(NC2CCCC2)n2nc(C)c(-c3ccccc3)c2n1
    1%	5%	18	30%	8%	-18%	8%
Cc1ccc(C(=O)Nc2ccon2)cc1S(=O)(=O)N1CCOCC1
    4%	0%	28	-14%	-1%	4%	32%[activator]
Cc1ccc([N+](=O)[O-])cc1NC(=O)CN(C)CCOc1ccccc1
    -8%	5%	6	-10%	2%	18%	-7%
O=C(CCSc1ccc(Cl)cc1)NCc1ccccn1
    5%	2%	4	-5%	-8%	-4%	13%
CC(C)=CC(=O)Nc1nnc(-c2ccccc2)s1
    3%	5%	-15	-14%	-1%	-6%	0%
COC(=O)c1cn(C(=O)c2cccc(C)c2)c2ccccc12
    -1%	1%	?	-14%	1%[57.1 µM]	0%	15%
CCn1ccc2cc(S(=O)(=O)N3CCCN(C(=O)Nc4cc(Cl)ccc4C)CC3)ccc21
    3%	.	8	.	9%	-2%	.
Oc1c(Br)cc(/C=N/n2c(-c3ccccc3)n[nH]c2=S)c(O)c1Br
    ?	?	.	-19%	-59%	?	1%
COc1ccc(-n2ncc(C(=O)NCc3ccco3)c2C2CCN(C(=O)OC(C)(C)C)CC2)cc1
    15%	.	0	.	2%	9%[15.4 µM]	.
Cc1ccc(N(CC(=O)NC(C)(C)C)C(=O)CCC(=O)Nc2ccccn2)c(C)c1
    .	.	0	.	.	8%	-11%

Further records
Results follow in this order: AmpC detergent	LmPK inhibitor	HCMV antiviral	AmpC no deterg	Sm TGR block	TbPYK inhibitor	AMA1 RON2 block
O=C(Cc1ccccc1)N1CCc2ccccc21
    9%	0%	-31	-31%	-1%	-8%	7%
CCn1c(C(=O)Nc2ccc(C)cc2C)cc2sc(Cl)cc21
    16%	.	-25	.	20%	-18%	.
Cc1cccc(NC(=O)CSc2nccn2-c2cccc(Cl)c2)c1C
    0%	.	-18	.	-1%	5%	.
Cc1ccc(N(C)C(=O)Cn2cc(S(=O)(=O)N3CCCC3)c(S(=O)(=O)N3CCCC3)c2)cc1
    -4%	.	6	.	-5%	-1%	.
Cc1ccc(C)c(C(=O)N2CCC(c3nc4c(nnn4Cc4ccccc4)c(=O)[nH]3)CC2)c1
    11%	.	30	.	2%	-2%	.
COc1cc(NC(=O)CN2C(=O)c3ccccc3S2(=O)=O)cc(OC)c1
    0%	.	-17	-23%	1%	-7%	-1%

Assay outcomes as filed in PubChem BioAssay.
